MITF act: activators of MITF-driven TRPM1 promoter activity in SK-MEL-5 cells | SK-MEL-5 TRPM1-promoter luciferase, 24 h; % of positive control, neutral wells = 0 | activation, % at 12.5 µM | 300,000 compounds, 0.75% hits;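 active = mean activation of at least 80% with every replicate also reaching 80%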;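 note: 0% = neutral control wells and 100% = parthenolide positive control wells; values of inactives mirror those of a sister screen read the other way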
Arrestin-AP2 inh: inhibitors of human beta-arrestin and AP2 interaction; inhibition, % at 10 µM; FITC-arrestin peptide / GST-AP2 beads, flow cytometry; AP2 beta2 appendage carries R879A mutation; 340,000 compounds, 0.31% hits;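 active = inhibition above a set limit, near 3 SD of compounds lacking own fluorescence, cut at about 54% in these data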;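 note: plate controls were DMSO wells for no effect and 5 µM unlabelled arrestin peptide for full effect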
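System: GST-AP2 R879A glutathione beads; medium: PBS, Tween 20 0.05%, BSA 0.1%; reagent: fluorescein-tagged arrestin peptide at 50 nM final; schedule: pre-incubation 12 min, peptide binding 1 h, room temperature; detection: flow cytometry, FL1 (488/535 nm); read-out: inhibition as reduced fluorescein signal on beads, percent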
CDK5 inh: inhibitors of human CDK5/p35 kinase. Q00535+Q15078. Recombinant CDK5/p35, ADP-Glo luminescence, 60 min. inhibition, % at 10 µM. 330,000 compounds, 0.01% hits;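 active = highest replicate inhibition of at least 50% and at least 75% of replicates reaching 50%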;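 note: plate controls were DMSO neutral control for no effect and GW8510 at 10 µM for full effect; many of its hits are not listed in these tables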
SUMO Mot1 rescue: inhibitors of SUMOylation pathway: yeast Mot1-301 growth rescue. AID 2716. S. cerevisiae Mot1-301 growth rescue, ATP luminescence, 38.5C; percent above DMSO median, 100 means doubled. growth rescue, % at 18.8 µM. 320,000 compounds, 1% hits;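 active = every valid replicate shows activation above 250% relative to neutral control wells; inactive = the rest, any valid replicate at or below 250%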;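 note: OY570 slx delta 5 strain wells were the positive control but not used for scaling; some compounds called inactive have numbers as strong as hits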
PKA-R2B act: activates the human PKA-R2B holoenzyme complex | P22694+P31323 | PKA-R2B holoenzyme dissociation, Cy5-IP20 fluorescence polarization; R2B truncated from residue 108, S112A mutant; 0% DMSO only, 100% 113 µM cGMP | activation, % at 11.4 µM | 340,000 compounds, 0.079% hits;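 active = activation above a cutoff set at the mean over all compounds plus 3 SD, cut at about 18% in these data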;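 note: higher means more holoenzyme dissociation and a rise in polarization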
Target sequence (P31323 whole entry, looked up, other chains not shown, the tested form may be a part): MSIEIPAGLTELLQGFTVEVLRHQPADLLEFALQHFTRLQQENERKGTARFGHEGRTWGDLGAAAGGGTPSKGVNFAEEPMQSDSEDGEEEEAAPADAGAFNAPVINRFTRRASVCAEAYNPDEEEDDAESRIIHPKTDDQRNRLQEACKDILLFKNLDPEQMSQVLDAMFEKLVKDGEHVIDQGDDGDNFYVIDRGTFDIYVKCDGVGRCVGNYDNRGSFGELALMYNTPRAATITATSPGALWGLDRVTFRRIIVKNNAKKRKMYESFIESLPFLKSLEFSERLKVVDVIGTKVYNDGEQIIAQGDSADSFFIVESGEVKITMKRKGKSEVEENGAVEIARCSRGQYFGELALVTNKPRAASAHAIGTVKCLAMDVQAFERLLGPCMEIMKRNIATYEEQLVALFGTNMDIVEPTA
SR-BI DiI-HDL act: SR-BI HDL lipid transfer activation | CHO ldlA[mSR-BI] cells, DiI-HDL uptake fluorescence, 3 h; 100 = double the neutral-control signal | activation, % at 12.5 µM | 320,000 compounds, 0.096% hits;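 active = mean replicate activation of at least 60% and every replicate at or above 60%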;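 note: 0% = median plate neutral-control signal and 100% = twice that signal; values of inactives mirror those of a sister screen read the other way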
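Material: SR-BI-overexpressing, LDLR-lacking CHO cells | Dosing: Single compound concentration, delivered by pin transfer | Probe or stimulus: Labelled HDL, 10 µg/mL | Signal: Bottom-read cell fluorescence after medium removal, ex 550/em 595 nm | Schedule: 3 h, 37 °C | Evaluation: HDL uptake via cellular fluorescence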
PKA-R1A act: PKA-R1A complex activation. 340,000 compounds, 0.083% hits. PKA-R1A dissociation, Cy5-IP20 fluorescence polarization; scaled: DMSO 0%, 113 µM cGMP 100%. P00514+P68181. activation, % at 11.4 µM;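 active = percent activation above the mean of all tested compounds plus 3 SD, cut at about 19% in these data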;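 note: higher means more PKAc released from R1A so a rise in polarization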
Pemphigus Ab inh: blocks pemphigus antibody binding to human desmoglein-3. DSG3-coupled beads, scFv-anti-DSG3-GFP binding, flow cytometry; active compounds read low. binding (percent of control), % at 10 µM. 310,000 compounds, 0.48% hits. AID 588358;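 active = binding more than 3 SD below its plate's average and above zero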;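 note: hits lower antibody fragment binding to DSG3; some compounds called inactive have numbers as strong as hits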
NSD2 inh: NSD2 (human) methyltransferase inhibition. AID 743445. 310,000 compounds, 0.54% hits. inhibition, % at 12.5 µM. NSD2 peptide methylation, AlphaScreen, 120 min. O96028; in the data active = inhibition above about 50%
dFosB activator: enhances mouse delta FosB homodimer DNA binding. P13346. purified delta FosB, TAMRA-CDK5 oligo fluorescence polarization; percent of positive-control signal above neutral wells. activation, % at 25 µM. 340,000 compounds, 0.99% hits. AID 493131;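 active = mean activation above about 17%, with every replicate also reaching it, limit read from the data, passing the limit was not always enough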;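 note: fluorescence polarization rise as delta FosB binds a TAMRA Cdk5 AP-1 oligo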
SR-BI HDL uptake: blocks mouse SR-BI lipid uptake from DiI-HDL; ldlA[mSR-BI] CHO cells, DiI-HDL uptake fluorescence, 3 h; Q61009; AID 488896; 320,000 compounds, 0.96% hits; inhibition, % at 12.5 µM;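 active = mean replicate inhibition of at least 70% and a set share of replicates each scoring 70 or more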;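 note: 0% = median of neutral control wells and 100% = median of positive control wells; values of inactives mirror those of a sister screen read the other way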
Target sequence (Q61009 whole entry, looked up): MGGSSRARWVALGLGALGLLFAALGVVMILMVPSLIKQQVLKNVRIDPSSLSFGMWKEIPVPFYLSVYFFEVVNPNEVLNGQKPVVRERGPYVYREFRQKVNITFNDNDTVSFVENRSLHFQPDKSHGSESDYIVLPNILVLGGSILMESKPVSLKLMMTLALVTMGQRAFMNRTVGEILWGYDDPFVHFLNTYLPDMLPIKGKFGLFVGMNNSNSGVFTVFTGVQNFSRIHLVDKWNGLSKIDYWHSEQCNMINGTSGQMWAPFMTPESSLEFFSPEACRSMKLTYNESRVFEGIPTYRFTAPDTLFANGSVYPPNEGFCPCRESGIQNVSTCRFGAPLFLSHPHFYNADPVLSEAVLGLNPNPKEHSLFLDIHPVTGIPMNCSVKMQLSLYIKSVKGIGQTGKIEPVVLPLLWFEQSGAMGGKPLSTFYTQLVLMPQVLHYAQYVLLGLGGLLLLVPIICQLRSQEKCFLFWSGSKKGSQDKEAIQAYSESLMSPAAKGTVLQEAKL
* hit, by the source's call.

What do the screens show for `COc1ccc(-c2nc(N=Nc3ccc(O)cc3)n[nH]2)cc1`?
MITF act: 31; Arrestin-AP2 inh: -1; CDK5 inh: 1.2; SUMO Mot1 rescue: 93; PKA-R2B act: 2; SR-BI DiI-HDL act: -8; PKA-R1A act: -12; Pemphigus Ab inh: 100; NSD2 inh: 12; dFosB activator: -2; SR-BI HDL uptake: 8

How did CSc1cccc(CN2CCN(Cc3ccccc3)C(CCO)C2)c1 (configuration not stated) do in these assays?
MITF act: -2; Arrestin-AP2 inh: 3; CDK5 inh: 1.4; SUMO Mot1 rescue: 6; PKA-R2B act: 4; SR-BI DiI-HDL act: 32; PKA-R1A act: -5; Pemphigus Ab inh: 96; dFosB activator: -5; SR-BI HDL uptake: -32

How did COc1ccc(/C=C(/CC(=O)Nc2ccccc2)c2nc3ccccc3s2)cc1 do in these assays?
MITF act: 5; Arrestin-AP2 inh: 8; CDK5 inh: -0.5; SUMO Mot1 rescue: -3; PKA-R2B act: -12; SR-BI DiI-HDL act: -15; PKA-R1A act: -3; Pemphigus Ab inh: 81; NSD2 inh: -1; dFosB activator: -13; SR-BI HDL uptake: 15

What do the screens show for `O=C(NNS(=O)(=O)Cc1ccccc1)c1ccc([N+](=O)[O-])cc1`?
MITF act: -5; Arrestin-AP2 inh: 13; CDK5 inh: 1.8; SUMO Mot1 rescue: -9; PKA-R2B act: -7; PKA-R1A act: -6; Pemphigus Ab inh: 89; NSD2 inh: -3; dFosB activator: 0

What do the screens show for `CC(C)C(NC(=O)c1ccccc1F)C(=O)NCCCn1ccnc1` (configuration not stated)?
MITF act: 17; Arrestin-AP2 inh: 2; CDK5 inh: -1.6; SUMO Mot1 rescue: -11; PKA-R2B act: 5; SR-BI DiI-HDL act: 18; PKA-R1A act: 4; Pemphigus Ab inh: 99; NSD2 inh: -2; dFosB activator: -1; SR-BI HDL uptake: -18

What do the screens show for `O=C(Nc1cccc(Cl)c1)NC1CCCCC1`?
Arrestin-AP2 inh: 3; CDK5 inh: -0.6; SUMO Mot1 rescue: -19; PKA-R2B act: -7; SR-BI DiI-HDL act: 14; PKA-R1A act: 0; dFosB activator: -11; SR-BI HDL uptake: -14

Results for CCCCOc1ccc(C2CC(=O)NC2=O)cc1 (configuration not stated) ?
Arrestin-AP2 inh: 0; CDK5 inh: 1.9; SUMO Mot1 rescue: 5; PKA-R2B act: 10; SR-BI DiI-HDL act: -12; PKA-R1A act: 9; Pemphigus Ab inh: 96; NSD2 inh: 0; dFosB activator: -6; SR-BI HDL uptake: 12

How did C=Cn1cc[n+](CC(=O)c2cccs2)c1 do in these assays?
Arrestin-AP2 inh: 9; CDK5 inh: 0.7; SUMO Mot1 rescue: 8; PKA-R2B act: 7; SR-BI DiI-HDL act: 13; PKA-R1A act: 7; Pemphigus Ab inh: 112; NSD2 inh: -1; dFosB activator: 6; SR-BI HDL uptake: -13

How did O=C(Cn1cc(COc2cc(F)cc(F)c2)nn1)c1ccc(O)cc1 do in these assays?
MITF act: 6; Arrestin-AP2 inh: -1; CDK5 inh: -2.7; PKA-R2B act: -4; SR-BI DiI-HDL act: -12; PKA-R1A act: -3; Pemphigus Ab inh: 100; dFosB activator: -3; SR-BI HDL uptake: 12

What do the screens show for `CCOc1ccccc1NC(=O)CSc1nnnn1C1CCCC1`?
MITF act: -5; Arrestin-AP2 inh: -4; CDK5 inh: -1.6; SUMO Mot1 rescue: 11; PKA-R2B act: 10; PKA-R1A act: -6; Pemphigus Ab inh: 92; NSD2 inh: -2; dFosB activator: -3

What do the screens show for `Cc1cccc(NC(=S)N(C)C2(c3ccccc3Cl)CCCCC2=O)c1` (configuration not stated)?
MITF act: 7; Arrestin-AP2 inh: 5; CDK5 inh: 0.5; SUMO Mot1 rescue: 4; PKA-R2B act: 4; SR-BI DiI-HDL act: 17; PKA-R1A act: 2; Pemphigus Ab inh: 104; NSD2 inh: -4; dFosB activator: -6; SR-BI HDL uptake: -17

How did COc1cc2c(cc1OC)CN(C(=O)CSc1ccc(F)cc1)CC2 do in these assays?
MITF act: 3; Arrestin-AP2 inh: -15; CDK5 inh: 0.2; SUMO Mot1 rescue: 4; PKA-R2B act: -7; SR-BI DiI-HDL act: -11; PKA-R1A act: 2; Pemphigus Ab inh: 93; NSD2 inh: 1; dFosB activator: -3; SR-BI HDL uptake: 11

How did COc1ccc(-c2c(=O)n(OCc3nc4ccccc4[nH]3)c3ccccc3[n+]2[O-])cc1 do in these assays?
MITF act: 18; Arrestin-AP2 inh: 1; CDK5 inh: -0.5; SUMO Mot1 rescue: -1; PKA-R2B act: 3; SR-BI DiI-HDL act: -14; PKA-R1A act: 9; Pemphigus Ab inh: 114; NSD2 inh: 4; dFosB activator: 5; SR-BI HDL uptake: 14

Results for O=C(Cc1cccc2ccccc12)Nc1cc(Cl)ccc1C(=O)O ?
MITF act: -3; Arrestin-AP2 inh: 27; CDK5 inh: 0.5; SUMO Mot1 rescue: -10; PKA-R2B act: 3; SR-BI DiI-HDL act: -4; PKA-R1A act: -13; Pemphigus Ab inh: 103; NSD2 inh: 0; dFosB activator: -4; SR-BI HDL uptake: 4

Results for O=C(O)c1ccccc1C(=O)Nc1ccccc1 ?
Arrestin-AP2 inh: -4; CDK5 inh: 1.2; SUMO Mot1 rescue: -13; PKA-R2B act: -3; SR-BI DiI-HDL act: -4; PKA-R1A act: 3; NSD2 inh: 1; dFosB activator: -2; SR-BI HDL uptake: 4

Results for COc1cc2c(cc1OC)C(C(=O)N1CCN(c3ccccc3)CC1)C(c1cccs1)N(C)C2=O (configuration not stated) ?
Arrestin-AP2 inh: 16; CDK5 inh: -0.6; SUMO Mot1 rescue: 10; PKA-R2B act: -9; SR-BI DiI-HDL act: 9; PKA-R1A act: 1; Pemphigus Ab inh: 99; dFosB activator: -13; SR-BI HDL uptake: -9

What do the screens show for `COc1cc(CN2CCC(n3nccc3NC(=O)c3ccc4c(c3)OCO4)CC2)ccc1O`?
MITF act: 10; Arrestin-AP2 inh: -8; CDK5 inh: -1.8; SUMO Mot1 rescue: -6; PKA-R2B act: -19; SR-BI DiI-HDL act: -20; PKA-R1A act: 2; Pemphigus Ab inh: 102; NSD2 inh: -4; dFosB activator: -16; SR-BI HDL uptake: 20

What do the screens show for `NC(=O)Cn1c(=O)n(-c2ccccc2)c(=O)c2oc3ccccc3c21`?
MITF act: -15; Arrestin-AP2 inh: 10; CDK5 inh: -0.4; SUMO Mot1 rescue: 37; PKA-R2B act: 5; PKA-R1A act: 7; Pemphigus Ab inh: 97; NSD2 inh: 7; dFosB activator: 3

How did O=C1C2C3CCC(O3)C2C(=O)N1c1nccs1 (configuration not stated) do in these assays?
MITF act: -9; Arrestin-AP2 inh: -1; CDK5 inh: 0.5; PKA-R2B act: 0; SR-BI DiI-HDL act: 17; PKA-R1A act: 2; Pemphigus Ab inh: 108; NSD2 inh: -2; dFosB activator: 0; SR-BI HDL uptake: -17

Results for CC(/C=N/NC(=S)Nc1cccc(S(=O)(=O)N(C)C)c1)c1ccccc1 (configuration not stated) ?
MITF act: 0; Arrestin-AP2 inh: 2; CDK5 inh: 0.0; SUMO Mot1 rescue: 27; PKA-R2B act: -17; SR-BI DiI-HDL act: -6; PKA-R1A act: 4; Pemphigus Ab inh: 114; NSD2 inh: -1; dFosB activator: -9; SR-BI HDL uptake: 6

What do the screens show for `CCOC(=O)C1(CCOc2ccccc2)CCN(Cc2ccc3c(c2)OCCO3)CC1`?
MITF act: 1; Arrestin-AP2 inh: -5; CDK5 inh: 0.7; SUMO Mot1 rescue: 119; PKA-R2B act: -15; SR-BI DiI-HDL act: 13; PKA-R1A act: -3; Pemphigus Ab inh: 104; NSD2 inh: 0; dFosB activator: -5; SR-BI HDL uptake: -13

What do the screens show for `Cn1c(=O)c(=O)n(C)c2cc(S(=O)(=O)NCCN3CCN(c4ccccc4F)CC3)ccc21`?
MITF act: 3; Arrestin-AP2 inh: -17; CDK5 inh: -0.8; SUMO Mot1 rescue: -10; PKA-R2B act: -7; PKA-R1A act: -5; Pemphigus Ab inh: 93; dFosB activator: -9

Results for O=C(COC(=O)c1cc(Cl)ccc1O)NC(=O)NCc1ccccc1 ?
MITF act: 4; Arrestin-AP2 inh: 10; CDK5 inh: 0.4; SUMO Mot1 rescue: 12; PKA-R2B act: 2; SR-BI DiI-HDL act: 7; PKA-R1A act: -5; dFosB activator: 24*; SR-BI HDL uptake: -7

How did O=C(CSc1nc2nc(-c3cccs3)cc(C(F)(F)F)c2c(=O)[nH]1)Nc1c(F)c(F)c(F)c(F)c1F do in these assays?
MITF act: -19; Arrestin-AP2 inh: 42; CDK5 inh: -0.4; SUMO Mot1 rescue: -19; PKA-R2B act: 0; PKA-R1A act: -8; Pemphigus Ab inh: 108; NSD2 inh: 5; dFosB activator: -4

What do the screens show for `COc1ccc(C(=O)C(C)OC(=O)CNC(=O)c2ccco2)cc1` (configuration not stated)?
MITF act: 5; Arrestin-AP2 inh: 0; CDK5 inh: 0.9; SUMO Mot1 rescue: 6; PKA-R2B act: -15; SR-BI DiI-HDL act: 26; PKA-R1A act: 4; NSD2 inh: 1; dFosB activator: -2; SR-BI HDL uptake: -26

What do the screens show for `COC(=O)CNC(=O)c1cccc(Cl)c1`?
Arrestin-AP2 inh: 9; CDK5 inh: -2.4; SUMO Mot1 rescue: -14; PKA-R2B act: -1; SR-BI DiI-HDL act: 4; PKA-R1A act: 2; Pemphigus Ab inh: 96; NSD2 inh: 2; dFosB activator: -3; SR-BI HDL uptake: -4

What do the screens show for `Cc1ccc(CN2CCC(C(=O)NCCC(C)C)CC2)o1`?
MITF act: -13; Arrestin-AP2 inh: -5; CDK5 inh: 2.4; SUMO Mot1 rescue: -26; PKA-R2B act: 2; SR-BI DiI-HDL act: 6; PKA-R1A act: 5; Pemphigus Ab inh: 103; NSD2 inh: 0; dFosB activator: -6; SR-BI HDL uptake: -6
